Screens deposited in PubChem BioAssay by several laboratories.
Dynein cargo inh = blocks dynein driven cargo transport along microtubules. AID 1381. hit rate 0.47% among 220,000. 3617.4 mouse cells, GR-EGFP nuclear translocation imaging; test concentration mostly 20 µM; stimulated with dexamethasone, 1 µM; stronger effect = lower value. z-score, hits read low;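 active = plate z-score of nuclear minus cytoplasmic receptor signal below a set negative limit, without overly bright fluorescence or cell loss, cut at about -3.5 in these data, passing the limit was not always enough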;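 note: z-score of nuclear minus cytoplasmic ring GR-EGFP intensity difference per well; some compounds called inactive have numbers as strong as hits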
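Also added: dexamethasone, 1.0 µM final. Medium: tet-free, stripped-serum medium. Detection: fixed, Hoechst-stained cells imaged at 10x for EGFP. Read-out: nuclear-to-cytoplasmic GR-EGFP distribution per well. Times: induction 48 h, compound 1 h, agonist 30 min.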
bCat nuc transl = beta-catenin nuclear translocation modulation. HeLa beta-catenin nuclear translocation, immunofluorescence imaging. nuclear translocation activity, % at 5 µM. hit rate 0.3% among 190,000. AID 1665;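 active = nuclear translocation activity above 50% at 5 µM, with a well cell count of 50 or more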;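 note: per-cell ratio of nuclear to cytoplasmic median beta-catenin stain intensity; plate controls were DMSO negative control for no effect and GSK-3 inhibitor IX positive control for full effect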
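assay system = human HeLa cells, endogenous beta-catenin | times = compound treatment 24 h, 37°C, 5% CO2 | detection = Anti-beta-catenin immunofluorescence on PFA-fixed, Triton-permeabilized cells, DAPI nuclei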
Hep lipid drop = hepatic lipid droplet formation modulation. AML12 mouse hepatocytes, oleate lipid droplets, BODIPY imaging. inhibition, % at 6.5 µM. hit rate 0.4% among 240,000. AID 1656;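 active = lipid droplet intensity inhibited by at least 50%, with more than 500 cells counted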
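Material – AML12 mouse liver cells · Also added – oleate loading, 100 µM · Compound dosing – 6.5 µM single-point dosing · Times – overnight treatment with compound plus oleate · Measured by – fluorescence imaging, 20x objective, two fields per well · Read-out – percent inhibition of filter-corrected integrated lipid droplet intensity per well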
T cell modulator = T cell immune modulators affecting CD8 T cell-vesicle binding; 2C CD8+ T cell-vesicle binding, flow cytometry; stronger effect = lower value; calls only at 7 µM; hit rate 0.068% among 330,000;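 active = response, share of CD8 T cells binding vesicles, and their 90th percentile fluorescence all below set limits, cut at about 80% in these data, passing the limit was not always enough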
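Assay system – 2C mouse CD8+ T cells · Also added – QL9-loaded Drosophila micro-vesicles · Timing – Cell–vesicle co-incubation 1.5 h at 37 °C, staining 20 min on ice · Signal – flow cytometry of vesicle-bound cells · Measure – percent CD8+ FL2 mean versus row control · Controls – Peptide-free naked vesicles (low) and QL9 vesicles with 0.7% DMSO vehicle (high)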
Ins promoter up = MIN6 insulin promoter up-regulation; hit rate 0.3% among 190,000; MIN6 insulin promoter-GFP reporter, high-content imaging; stronger effect = higher value; z-score at 5 µM;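 active = z-score above 3 at 5 µM with at least 500 cells counted in the well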
Autophagy HCS = modulators of autophagy; MEF GFP-LC3 puncta imaging; test concentration mostly 10 µM; hit rate 0.98% among 190,000; calls only at 10 µM (by protocol);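 active = percentage of spot-positive cells more than 3 SD above its plate mean, without a fluorescence outlier flag or 80% toxicity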;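 note: spot-positive cell cutoff set from DMSO-treated cells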
Salmonella PhoP GFP = PhoP-dependent GFP reporter repression – Salmonella Typhimurium, primary screen (AID 1863); S. Typhimurium PhoP-regulated promoter GFP reporter, 4 h; higher % means a stronger effect; one-dose inhibition, % at 50 µM; IC50 in µM for titrated hits; hit rate 0.16% among 300,000;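 active = inhibition over 29.93%, a cutoff 3 SD above the screen mean, later confirmed by dose response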;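 note: 0% = low Mg2+ inducing control and 100% = high Mg2+ repressing control; strong numbers were not always called active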
ER stress rescue = protection against thapsigargin-triggered cell killing – 384-well, CSM14.1, ATP luminescence, primary screen (AID 1222); CSM14.1 thapsigargin-induced death rescue, ATP luminescence; higher % means a stronger effect; one-dose cellular ATP content (survival), % at 20 µM; EC50 in µM for titrated hits; 190,000 tested, under 10 active;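 active = EC50 below 50 µM in the dose-response confirmation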;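 note: death triggered by thapsigargin at about 15 µM added after 2 h compound pretreatment; cell ATP read after overnight thapsigargin exposure of roughly 18 to 22 hours; normalized against plate controls of thapsigargin alone and 5% DMSO vehicle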
MT stabilizer = microtubule stabilizers in HeLa cells. hit rate 0.83% among 200,000. AID 2205. % tubulin-high responders, % at 10 µM. HeLa tubulin immunostaining HCS, 24 h; share of cells brighter than vehicle mean+2SD;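 active = plate Z-score above 3 for both tubulin-high and condensed-nucleus cell shares, with cell loss under 80%, at 10 µM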;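 note: anti alpha tubulin signal scored within the nucleus-defined area of each cell; some results filed as inactive read as strong as hits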
Dynein cargo inh cytoplasmic EGFP = further read-out of Dynein cargo inh, marked with its call; z-score; measured here: cytoplasmic GR-EGFP intensity; stronger effect = higher value
Dynein cargo inh nuclear GR-EGFP = recorded beside Dynein cargo inh, whose call it bears; z-score; measured here: nuclear GR-EGFP intensity;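 lower value marks the stronger effect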
Dynein cargo inh cell count = further read-out of Dynein cargo inh, marked with its call; z-score; measured here: cell count per field
Ins promoter up cell count = recorded beside Ins promoter up, whose call it bears; cell count; measured here: cytotoxicity, nuclei count;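 total cells summed across four imaged fields per well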
Hep lipid drop cells 6.5 µM = second read-out of Hep lipid drop, no call of its own (marks repeat the call); cell count; measured here: cell count, cytotoxicity flag;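 cells counted across two imaged fields per well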
bCat nuc transl cell count 5 µM = also measured in bCat nuc transl; calls as there; cell count; measured here: cell count, cytotoxicity flag
T cell modulator vesicle-bound % = also measured in T cell modulator; calls as there; double positive events, %; measured here: CD8+ vesicle-bound cell fraction;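 binding gate set so that unloaded-vesicle control wells show 10% double positive cells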
MT stabilizer Hoechst-high % = also measured in MT stabilizer; calls as there; % Hoechst-high responders; measured here: nuclear condensation Hoechst responders;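 share of cells brighter than vehicle mean plus two SD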
MT stabilizer cytotoxicity % = recorded beside MT stabilizer, whose call it bears; toxicity, %; measured here: cytotoxicity by cell density;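 0% = mean cell density of plate MIN control wells and 100% = no cells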
Autophagy HCS cell loss 18 h = further read-out of Autophagy HCS, marked with its call; toxicity, %; measured here: cell loss, nuclei count;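 cell loss after 18 h compound exposure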
* marks the source's active call; other numbers are inactive results; i = inactive; · = not tested or not shown. Hits appear at their usual frequency; about 3% have a hit in one of these screens.

cpd	canonical_smiles	T cell modulator vesicle-bound %	Ins promoter up cell count	MT stabilizer	T cell modulator	Salmonella PhoP GFP	MT stabilizer Hoechst-high %	Hep lipid drop	Hep lipid drop cells 6.5 µM	bCat nuc transl	Dynein cargo inh nuclear GR-EGFP	Ins promoter up	ER stress rescue	MT stabilizer cytotoxicity %	Dynein cargo inh cell count	Autophagy HCS	Autophagy HCS cell loss 18 h	Dynein cargo inh cytoplasmic EGFP	bCat nuc transl cell count 5 µM	Dynein cargo inh
1	COc1ccc(S(=O)(=O)/N=C2/NC(=O)/C(=C/c3ccco3)S2)cc1	5.7	1400	2.0	i	-8.5%	1.9	-4.5	686	-1.0	0.568	0.46	-1.6%	3.0	-0.757	i	5.3	-0.184	911	0.273
2	Cc1ccc(-c2csc(NC(=S)NC(=O)c3cccs3)n2)cc1	45.0	1199	1.5	i	-1.0%	1.5	-9.2	652	0.1	0.136	0.1	0.6%	3.4	0.683	i	-4.9	-0.23	903	0.0019
3	CCCCCCOc1ccc(N2C(=O)CC(SC(=NCC)NCC)C2=O)cc1 (stereo unspecified)	21.1	1186	2.1	i	3.8%	1.4	-1.3	746	1.1	0.309	-1.7	-0.6%	2.9	0.17	i	30.9	-0.255	1099	0.584
4	CCOC(=O)c1c(C)[nH]c(C)c1C(=O)COC(=O)c1cc2ccccc2cc1OC	8.6	1156	2.1	i	-6.0%	2.2	47.2	630	2.5	0.4	-0.39	-1.2%	10.5	-0.865	i	-6.7	-0.169	928	-0.0724
5	Nc1scn[n+]1Cc1cccc2cccnc12	19.3	1019	·	i	·	·	18.4	695	1.1	1.25	0.11	·	·	-1.74	·	·	-0.655	1308	2.57
6	O=C(Nc1c2c(nc3ccccc13)CCCC2)c1ccccc1Cl	29.5	1487	3.1	i	9.0%	2.8	12.3	719	0.4	0.194	-0.02	2.2%	1.5	0.359	i	24.6	0.435	1116	-0.438
7	CS(=O)(=O)NCC(c1cccnc1)N1CCN(c2ccc(F)cc2)CC1 (stereo unspecified)	·	965	2.9	·	5.0%	2.0	5.9	701	-0.8	-0.0625	-0.31	0.3%	4.4	-0.627	i	1.6	-0.243	1242	-0.134
8	Cc1cccc2sc(NC(=O)CCNS(=O)(=O)c3cccs3)nc12	3.5	1581	3.2	i	-1.3%	3.2	·	·	-2.7	-0.46	1.03	-0.8%	0.2	0.76	i	-2.1	-0.202	1412	-0.969
9	CN1CCN(C(=O)c2cnn3c2NC(c2ccccc2)CC3C(F)(F)F)CC1 (stereo unspecified)	44.9	1572	9.5	i	11.6%	3.1	27.0	727	-1.9	0.49	0.56	2.7%	7.7	-0.118	i	15.0	-0.311	997	0.0782
10	Cc1ccc(S(=O)(=O)NCc2ccc(C(=O)NCc3cccnc3)cc2)cc1	34.9	1647	2.6	i	3.0%	1.8	-0.8	673	-2.1	0.183	0.05	-0.9%	6.8	0.43	i	-4.7	-0.134	964	1.13
11	CCOC(=O)C1=NN(c2ccc(Cl)cc2)C(=O)C1	50.1	908	·	i	1.1%	·	0.2	744	-0.1	0.971	-0.09	·	·	-2.02	·	·	-0.0798	1356	0.051
12	COC(=O)CCCC1=CC2=C(c3ccccc3)C(=O)C(C)(OC(=O)C3CCCC3)C(=O)C2=CN1C1CCCCC1 (stereo unspecified)	18.9	·	·	i	0.0%	·	-1.3	750	1.3	1.38	·	·	·	-1.46	·	·	0.0579	1056	1.57
13	CC(C)(C)S(=O)(=O)/C(C#N)=N/Nc1ccc(S(N)(=O)=O)cc1	37.9	1115	3.2	i	-6.3%	4.2	2.4	653	-3.2	0.299	-0.31	-0.7%	8.0	-0.0984	i	2.1	-0.312	1085	-0.102
14	CC1CCN(C(=O)C2CCN(S(=O)(=O)c3cccc4nonc34)CC2)CC1	8.7	1557	2.7	i	-1.2%	1.7	·	·	-0.4	-0.313	-0.34	-1.5%	6.1	1.41	i	5.8	0.142	1355	-1.35
15	CN1CC(=O)NC1=NC(=O)C12CC3CC(CC(C3)C1)C2	51.1	1500	2.1	i	-7.2%	1.8	·	·	-5.5	0.227	1.2	-1.4%	4.9	-0.458	i	1.5	-0.138	994	0.274
16	COCCCn1c(SCC(=O)NC2CCCC2)nnc1-c1ccco1	38.5	1272	4.8	i	-2.8%	3.4	2.4	769	1.1	0.384	0.7	-3.9%	6.0	-0.117	i	-4.7	-0.343	1170	0.882
17	O=C1C2CCCN2C(c2ccc(F)cc2)N1c1cccc(Cl)c1 (stereo unspecified)	39.3	830	8.2	i	4.3%	2.2	·	·	·	1.15	-0.08	-0.6%	3.1	-1.09	i	4.5	-0.114	·	1.61
18	N=c1nc(SCCC(=O)O)ss1	18.4	1853	4.0	i	-13.3%	2.1	-12.4	677	-3.2	0.382	0.27	0.0%	4.8	-0.132	i	-12.6	-0.341	1066	0.683
19	CCOCCCNC(=O)c1ccc(NC(C)=O)cc1	43.7	·	2.0	i	-2.3%	2.8	-25.4	747	-8.3	-0.365	·	-1.8%	9.3	0.464	i	1.0	-0.23	1015	-0.625
20	O=C1CC(Nc2ccccc2)C(=O)N1CCc1ccccc1 (stereo unspecified)	33.3	·	3.2	i	7.3%	2.6	-6.6	760	-5.6	-0.235	·	-5.1%	4.1	1.67	i	-38.1	-0.228	1279	-0.0598
21	CN(C)c1ccc(/C=N/NC(=O)c2ccccc2O)o1	65.1	1057	1.9	i	-5.1%	1.5	-7.6	774	0.9	-0.49	-0.85	-0.4%	5.3	-0.0232	i	-3.9	-0.0979	1092	-0.904
22	Cc1ccc(S(=O)(=O)N2CCCCC2)cc1NC(=O)COC(=O)C1=COCCO1	45.3	1075	2.1	i	-1.6%	2.8	-13.3	687	-1.8	0.334	-0.85	1.1%	3.3	-0.135	i	42.3	-0.318	1084	-0.0625
23	Cc1cc(C)nc(Nc2ccc(N3CCCC3)cc2)n1	37.8	1262	1.5	i	37.8%	0.3	-5.2	721	-0.6	0.0565	0.53	0.6%	45.7	0.393	i	0.9	-0.277	1025	-0.508
24	CCC(CC)C(=O)Nc1cccc(C(=O)Nc2ccc(S(N)(=O)=O)cc2)c1	48.9	1324	4.2	i	2.1%	1.4	-4.1	692	-3.7	0.102	0.04	-0.5%	8.0	0.055	i	21.0	-0.272	911	0.341
25	COc1ccc2[nH]c(=O)c(CN(Cc3cccnc3)C(=O)Nc3ccccc3)cc2c1	24.7	1009	2.8	i	5.1%	2.4	·	·	-1.4	0.371	-1.62	0.6%	2.9	0.0339	i	19.7	-0.125	748	-0.061
26	Cc1ccc(C(=O)N2CCN(c3ccc(C(F)(F)F)cn3)CC2)c(C)c1	14.4	939	2.5	i	10.9%	2.1	-3.5	738	4.1	0.268	0.09	-3.7%	4.3	0.646	i	6.3	-0.243	1144	0.514
27	CCOC(=O)c1sc(NC(=S)NC(=O)C2CCCC2)cc1C	36.0	1459	3.3	i	-1.6%	2.6	-5.5	647	1.0	-0.411	-0.68	-3.7%	3.7	0.665	i	-5.7	-0.277	1059	-0.276
28	COCCNC(=O)Nc1ccc2c(c1)N(C)C(=O)CS2	65.3	703	3.1	i	3.8%	3.2	3.4	803	·	-0.408	-0.15	-0.3%	7.3	2.33	i	2.1	-0.266	·	-0.68

Full records from above. Order of values: T cell modulator vesicle-bound % | Ins promoter up cell count | MT stabilizer | T cell modulator | Salmonella PhoP GFP | MT stabilizer Hoechst-high % | Hep lipid drop | Hep lipid drop cells 6.5 µM | bCat nuc transl | Dynein cargo inh nuclear GR-EGFP | Ins promoter up | ER stress rescue | MT stabilizer cytotoxicity % | Dynein cargo inh cell count | Autophagy HCS | Autophagy HCS cell loss 18 h | Dynein cargo inh cytoplasmic EGFP | bCat nuc transl cell count 5 µM | Dynein cargo inh
`CCOC(=O)C1=NN(c2ccc(Cl)cc2)C(=O)C1` across the screens: 50.1 | 908 | · | i | 1.1% | · | 0.2 | 744 | -0.1 | 0.971 | -0.09 | · | · | -2.02 | · | · | -0.0798 | 1356 | 0.051
`CCOC(=O)c1c(C)[nH]c(C)c1C(=O)COC(=O)c1cc2ccccc2cc1OC` across the screens: 8.6 | 1156 | 2.1 | i | -6.0% | 2.2 | 47.2 | 630 | 2.5 | 0.4 | -0.39 | -1.2% | 10.5 | -0.865 | i | -6.7 | -0.169 | 928 | -0.0724
`CS(=O)(=O)NCC(c1cccnc1)N1CCN(c2ccc(F)cc2)CC1` (stereo unspecified) across the screens: · | 965 | 2.9 | · | 5.0% | 2.0 | 5.9 | 701 | -0.8 | -0.0625 | -0.31 | 0.3% | 4.4 | -0.627 | i | 1.6 | -0.243 | 1242 | -0.134
`Cc1ccc(S(=O)(=O)NCc2ccc(C(=O)NCc3cccnc3)cc2)cc1` across the screens: 34.9 | 1647 | 2.6 | i | 3.0% | 1.8 | -0.8 | 673 | -2.1 | 0.183 | 0.05 | -0.9% | 6.8 | 0.43 | i | -4.7 | -0.134 | 964 | 1.13

Along the list, as entered above:
Dynein cargo inh cell count for entries 12–21: -1.46, -0.0984, 1.41, -0.458, -0.117, -1.09, -0.132, 0.464, 1.67, -0.0232
